# Screening data deposited in PubChem BioAssay by National Center for Advancing Translational Sciences (NCATS).
# AmpC inh det = Promiscuous and Specific Inhibitors of AmpC Beta-Lactamase (assay with detergent) | Potency, µM (doses to about 28.7 µM), for the others: at the top dose activity change, negative = inhibition | 71,000 tested, 0.09% active | purified AmpC, nitrocefin hydrolysis with detergent; active = well fitted curve in the direction sought with a large enough effect
# Target sequence (P00811 whole entry, looked up): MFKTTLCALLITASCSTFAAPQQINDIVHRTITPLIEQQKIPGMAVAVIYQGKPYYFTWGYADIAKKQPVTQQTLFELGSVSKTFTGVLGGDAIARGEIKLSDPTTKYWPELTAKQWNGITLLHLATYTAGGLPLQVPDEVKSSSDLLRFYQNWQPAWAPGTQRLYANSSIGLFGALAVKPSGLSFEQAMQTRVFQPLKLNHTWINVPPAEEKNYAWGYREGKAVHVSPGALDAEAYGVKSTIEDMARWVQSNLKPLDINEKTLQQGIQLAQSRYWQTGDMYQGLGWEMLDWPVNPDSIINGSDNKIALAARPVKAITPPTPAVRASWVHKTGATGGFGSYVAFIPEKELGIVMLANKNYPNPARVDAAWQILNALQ
#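 E. coli AmpC (5.3 nM) in 20 mM phosphate pH 7.0 with 0.01% Triton X-100, preincubated 15 min RT with compound; nitrocefin (2 uL of 800 uM stock) hydrolysis followed by 480 nm absorbance every 20 s over 4 min.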
# * marks the source's active call; other numbers are inactive results; [ ] = dose if it differs, or a comment. % is set by controls: 0 for no effect and ±100 for the full control effect; potency is the fitted concentration of half-maximal effect. Some of the compounds tested; rates above refer to the full screens.
SMILES,AmpC inh det
CCOC(=O)C1=C(C)NC(C)=C(C(=O)OCC)C1C(=O)OCC(=O)c1ccc2c(c1)OCCO2,0%
Cn1c(=O)cc(OCC(=O)N2CCN(c3cccc(C(F)(F)F)c3)CC2)c2ccccc21,-5%
Cc1csc2nc(CCNS(=O)(=O)c3ccc4c(c3)OCCO4)cn12,11%
O=C(NCCn1ccc2ccccc21)c1ccc2c(c1)OCO2,12%
COc1cc(OC)cc(C(=O)OCn2nnc3ccccc3c2=O)c1,6%
CCS(=O)(=O)NCCc1cc2c(OC)ccc(OC)c2[nH]c1=O,-1%
O=C(CCCn1c(SCC(=O)c2ccc(O)c(O)c2)nc2ccccc2c1=O)NCC1CCCO1 (stereo not given),-2%
Cc1nc(NC(=O)c2cccnc2)ccc1Br,-4%
CC(=O)c1ccc(-n2nncc2C)cc1,-4%
Cn1c(=O)[nH]c(=O)c2c1nc(NCCCO)n2Cc1ccc(F)cc1,6%
Cc1ccc(-c2nn(C)c(=O)c3ccccc23)cc1CO,-4%
CCn1c(SCC(=O)Nc2nc3c(s2)CCCC3)nnc1-c1ccccc1,-2%
Cc1ccc2nnc(Cl)n2n1,-5%
Cc1cccc(OCC(=O)N(Cc2cccs2)C2CCS(=O)(=O)C2)c1C (stereo not given),0%
CSc1cccc(NS(=O)(=O)c2ccccc2)c1,3%
CCOC(=O)c1ccc(NC(=O)COc2ccc(S(=O)(=O)NC(C)C)cc2)cc1,-4%
CC(=O)c1c(C)nc2ccccc2c1N,-6%
O=C(Cn1cccc1C(=O)c1ccccc1)NCCN1CCOCC1,-4%
CCC1CCCCN1C(=O)CSc1nc2c([nH]c3ccccc32)c(=O)n1C (stereo not given),-2%
Cc1cc2n(n1)C(c1sccc1C)Nc1c(C)cccc1-2 (stereo not given),-6%
O=C(C1CCCO1)N1CCC(c2nc3ccccc3[nH]2)CC1 (stereo not given),-3%
COc1ccc(CNc2ncnc3ccc(-c4ccc(C(=O)N(C)C)cc4)cc23)c(OC)c1,10%
COc1cc2c(cc1OC)[C@@]13CCN4C=C5CCO[C@H]6CC(=O)N2[C@@H]1[C@@H]6[C@H]5C[C@H]43,-3%[5.75 µM]
N#Cc1cccc(NC(=O)N2CCCC3(CCN(C(=O)c4cc(C(F)(F)F)cc(C(F)(F)F)c4)CC3)C2)c1,-2%
COc1ccc(CN2CCN(c3ccccc3F)CC2)c(OC)c1,-1%
O=C(Cn1nnc2ccccc2c1=O)Nc1ccc2c(c1)CCC2,-3%
O=C1CC(c2ccco2)CC(O)=C1C=NCC1NCCc2ccccc21 (stereo not given),-2%
Cc1c(C(=O)N2CCN(C)CC2)oc2c1C(=O)CC(C)(C)C2,-5%
Cc1noc(C)c1-c1nccc(NCc2cccs2)n1,1%
Cc1nc2cncnc2n(Cc2ccccc2Cl)c1=O,-4%
COC(=O)C1=C(C)n2cnnc2NC1c1ccc(Cl)cc1 (stereo not given),13%
O=CN1CCC(=O)N(Cc2ccccc2)c2ccccc21,-2%
CCCC(C)(C)NC(=O)CCCCC(=O)NC(C)(C)CCC,0%
O=C(NCc1cccs1)c1cnc2sccn2c1=O,7%
CCOC(=O)CSc1nnc(-c2ccc(Cl)cc2Cl)o1,-3%
Cc1cccc(NC(=O)CCN2CCN(C/C=C/c3ccccc3)CC2)c1,-3%

# Structures listed so far that have an aryl methoxy group (five):
SMILES,AmpC inh det
COc1cc(OC)cc(C(=O)OCn2nnc3ccccc3c2=O)c1,6%
CCS(=O)(=O)NCCc1cc2c(OC)ccc(OC)c2[nH]c1=O,-1%
COc1ccc(CNc2ncnc3ccc(-c4ccc(C(=O)N(C)C)cc4)cc23)c(OC)c1,10%
COc1cc2c(cc1OC)[C@@]13CCN4C=C5CCO[C@H]6CC(=O)N2[C@@H]1[C@@H]6[C@H]5C[C@H]43,-3%[5.75 µM]
COc1ccc(CN2CCN(c3ccccc3F)CC2)c(OC)c1,-1%

# Structures above that have a thiophene ring, fused or not, in the order listed:
SMILES,AmpC inh det
Cc1cccc(OCC(=O)N(Cc2cccs2)C2CCS(=O)(=O)C2)c1C (stereo not given),0%
Cc1cc2n(n1)C(c1sccc1C)Nc1c(C)cccc1-2 (stereo not given),-6%
Cc1noc(C)c1-c1nccc(NCc2cccs2)n1,1%
O=C(NCc1cccs1)c1cnc2sccn2c1=O,7%

# New compounds follow
SMILES,AmpC inh det
CC(C)C(c1nnnn1Cc1ccc(F)cc1)N1CCSCC1 (stereo not given),1%
CCOC(=O)CNC(=O)CSc1nnc(Cn2cnc3ccccc32)n1C,6%
COc1ccc(C(=O)NC(C)c2nnc(SCC(=O)Nc3nc4ccccc4s3)n2C)cc1 (stereo not given),-5%
O=C(c1ccc2c(=O)n(CC3CCCO3)c(=S)[nH]c2c1)N1CCN(c2ccccc2)CC1 (stereo not given),7%
COc1ccc(N2CC(C(=O)Nc3ccc(N4CCOCC4)cc3)CC2=O)cc1 (stereo not given),16%
COc1cccc(-n2nnc3c(=O)n(CC(=O)N4CCCCC4)cnc32)c1,-5%
COc1cc(OC)c(C(=O)Nc2ncn[nH]2)cc1OC,-4%
CC(C)OC(=O)CCC(=O)Nc1nc2ccccc2s1,-1%
CC(C)CN1CC[C@@]2(CCCN(C(=O)c3ccco3)C2)C1,-2%
CC(=O)Nc1cccc(C(=O)N2CCN(Cc3ccccc3)CC2)c1,-4%
O=C(NCc1ccco1)c1c(O)c2cccc3c2n(c1=O)CCC3,-4%
CCCCc1cc(O)c(CCCC)c(O)c1,8%
N#Cc1cccc(NC(=O)N2CCCC3(CCN(C(=O)c4ccco4)CC3)C2)c1,11%
COc1ccccc1NC(=O)c1nnn(CC(=O)Nc2ccccc2)c1N,10%
C#CCOC(=O)CCCC(=O)Nc1ccccc1OC,8%
CC(=O)N1CCC[C@@]2(CCN(c3ncccn3)C2)C1,-3%
O=C(Nc1ccc2c(c1)OCO2)N1CCN(c2ncccn2)CC1,-4%
COc1ccccc1-c1ccc2ncnc(NCc3cnc(C)cn3)c2c1,0%
C=CCNc1ncnc2c1cnn2-c1cccc(C)c1,10%
CCOC(=O)C1CCCN(Cc2cc(Br)c(OC)cc2OC)C1 (stereo not given),-1%
COCCCNC(=O)c1cc2c(-c3ccc(Cl)cc3)nn(C)c2s1,6%
CCOC(=O)CNC(=O)CSc1nnc(SCC(=O)NCC(=O)OCC)s1,0%
CN1CCN(c2nc(-c3cccc(NS(C)(=O)=O)c3)nc3ccccc23)CC1,11%
CC(=NCCN1CCCCC1)c1c(O)[nH]c(=O)[nH]c1=O,0%
CCCC(=O)Nc1ncnc2c1ncn2[C@@H]1O[C@H]2COP(=O)(O)O[C@@H]2[C@@H]1OC(=O)CCC,-1%[12.8 µM]
Cc1ccc(C)cc1,10%
Cc1cccc(CN(C)C)c1OC(=O)N(C)C,-2%
CC(C)NC(=O)CCCc1ccccc1,10%
CCN(CC)CCCNC(=O)c1cc(-c2ccc(O)cc2)on1,7%
CC[C@H](NC(C)C)[C@H](O)c1ccc(O)c(O)c1,-2%[12.8 µM]
CC(C)(C)c1nc2ccccc2c2nnc(SCC(=O)NCc3ccco3)n12,2%
COc1cccc(S(=O)(=O)Nc2ccc3sc(C)nc3c2)c1,-6%
CCNC(=O)c1c(O)c2cccc3c2n(c1=O)CC3,-6%
Cc1cc(C)n(-c2cc(N3CCOCC3)nc(-c3ccccc3)n2)n1,1%
O=C1c2ccccc2C(=O)N1CC1=CCS(=O)(=O)C1,0%
C=CCn1c(N)c(C(=O)N2CCOCC2)sc1=S,-1%
CN(CC(=O)Nc1ccc(Cl)cc1)S(=O)(=O)c1cccc2cccnc12,9%
CCOc1ccc(NC(=O)NC2CCOC(C)(C)C2)cc1 (stereo not given),-4%
COCCNC(=O)C(c1ccc(F)cc1)N(CCOC)C(=O)CCC(=O)Nc1nccs1 (stereo not given),0%
COc1ccc(CCNC(=O)c2cc(-c3ccccc3OC)on2)cc1OC,15%
O=C(CSc1nc2c(c(=O)n1-c1ccc(Cl)cc1)SCC2)N1CCCC1,-2%
Cc1noc(NC(=O)Nc2ccccc2F)c1C#N,-1%[5.75 µM]
CC(=O)N1CCC2(CC1)CN(c1ccccc1)C2,17%
COc1c(Br)cc(Br)cc1C(=O)O,13%
COc1ccc2cc(C(c3nnnn3C3CCCC3)N3CCc4ccccc4C3)c(=O)[nH]c2c1 (stereo not given),13%
COC(=O)c1ccc(C2C(C(=O)Nc3ccc(C)cc3C)=C(C)Nc3ncnn32)cc1 (stereo not given),2%
COc1ccc(OC)c(NC(=O)Cn2c(=O)oc3ccccc32)c1,-1%
COc1cccc(-c2cc(NCc3cccc(C)c3)ncn2)c1,-5%
Cc1ccc(NC(C(N)=O)c2c(C)[nH]c(=O)[nH]c2=O)cc1 (stereo not given),-3%
Cc1cc(NC(=O)c2cccc(C(=O)Nc3cc(C)on3)n2)no1,-3%
CC(C)Sc1nc(O)c(Cc2ccccc2)c(=O)[nH]1,-4%
COc1ccc(C2(CNC(C)=O)CCOCC2)cc1OC,12%
COc1ccc(O)c(C(=O)c2cnc3onc(C(C)C)c3c2)c1,2%
C[C@@H]1Cc2ccccc2N1NC(=O)c1ccc(Cl)c(S(N)=O)c1 (stereo not given in full),-1%[12.8 µM]
CCCCCCOC(=O)C(C#N)c1nc2ccccc2nc1N1CCOCC1 (stereo not given),13%
c1ccc(COCc2ccccc2)cc1,10%
COc1ccc(C(=O)n2nc(-c3ccco3)nc2SC)cc1OC,-3%
Cc1ccc(NC(=O)CS(=O)CC(=O)Nc2ccc(N3CCOCC3)cc2)cc1Cl (stereo not given),3%
Cc1cc(C)c(C#N)c(Nc2ccccc2Cl)n1,0%
COc1ccc(N2CCN(Cc3cc(=O)oc4cc5c(cc34)CCCC5)CC2)cc1,-4%

# New compounds follow:
SMILES,AmpC inh det
C=CCNc1nc(NCc2ccco2)nc(OCC)n1,12%
O=C(O)c1cc[c]([Hg][Cl])cc1,-8%
Cc1cccc2nc(Cn3c(=O)n(CCCC(=O)NCc4ccco4)c(=O)c4ccccc43)cc(=O)n12,9%
O=C(OCn1nnc2ccccc2c1=O)c1cn(-c2ccccc2)nc1-c1cccnc1,11%
COc1cccc(CNC(=O)c2cc3oc4ccccc4c3n2C)c1OC,-8%
CCOC(=O)c1c(NC(=O)c2cccs2)sc2c1CC(C)(C)OC2,-3%
CCOC(=O)C1CCCN(C(=O)Cc2ccc(OC)c(OC)c2)C1 (stereo not given),-7%
O=C(Oc1ccccc1)N1CCC[C@@]2(CCN(c3ccccc3)C2)C1,-1%
CC1CCN(Cc2c(C#N)c3ccccc3n2C)CC1,0%
O=C(/C=C\C=C/c1ccc2c(c1)OCO2)N1CCCCC1,-4%[12.8 µM]
COc1ccccc1N1CCN(S(=O)(=O)c2c(C)ccc3nsnc23)CC1,-2%
CCOC(=O)N1CCC(N2C(=O)c3ccc(C(=O)O)cc3C2=O)CC1,1%

# Laid out differently: entries from further up.
canonical_smiles | AmpC inh det
COc1ccccc1N1CCN(S(=O)(=O)c2c(C)ccc3nsnc23)CC1 | -2%
CCOC(=O)N1CCC(N2C(=O)c3ccc(C(=O)O)cc3C2=O)CC1 | 1%

# Carrying on:
SMILES,AmpC inh det
Nc1nc2n(n1)C(c1cccc(Br)c1)CC(c1ccccc1)N2 (stereo not given),9%
O=C(O)c1n[nH]c2c1CCCCC2,12%
CCn1c(SCC(=O)NCC2CCCO2)nnc1-c1c[nH]c2ccccc12 (stereo not given),-3%
CC(=O)NC1CC2CCCC(C1)N2S(=O)(=O)c1ccccc1 (stereo not given),4%
CC(C)CCOC(=O)C1[C@H]2C(=O)N(Cc3cccs3)C[C@]23C=C[C@H]1O3 (stereo not given in full),2%
O=C1CCCc2nc3nc4ccccc4n3cc21,1%
COc1cc2c(cc1O)-c1c(O)c(OC)cc3c1[C@H](C2)N(C)CC3,-2%
Cc1cccc(C)c1[N+](=O)[O-],10%
O=C(O)c1ccccc1C(=O)NCC(O)COCC1CC=CCC1 (stereo not given),1%
CCOc1ccc(NS(=O)(=O)c2ccc3c(c2)oc(=O)n3C)cc1,-8%
CC(C)c1cc(C(=O)O)on1,-6%
N#Cc1nc(-c2ccco2)oc1N1CCc2ccccc2C1,3%

# Retrieved by compound from above (four):
SMILES,AmpC inh det
COc1ccc(CNc2ncnc3ccc(-c4ccc(C(=O)N(C)C)cc4)cc23)c(OC)c1,10%
COc1ccccc1N1CCN(S(=O)(=O)c2c(C)ccc3nsnc23)CC1,-2%
O=C(NCCn1ccc2ccccc21)c1ccc2c(c1)OCO2,12%
CC1CCN(Cc2c(C#N)c3ccccc3n2C)CC1,0%

# Remaining list, next part.
SMILES,AmpC inh det
Nc1nc(SCC(=O)OCc2ccccc2)[nH]c(=O)c1NC(=O)c1ccco1,10%
CCOc1cc(C2C(C(=O)c3ccccc3)=C(C(=O)OC)Nc3nnnn32)ccc1O (stereo not given),-4%
Cc1ccc(-n2c(N)c(C(=O)N3CCOCC3)sc2=S)cc1,-5%
COc1ccc(N/C(=N\c2nc(C)cc(C)n2)NC(C)=O)cc1OC,-3%
COC(=O)C(c1ccccc1)C1CCCCN1 (stereo not given),8%
CCOC(=O)CSc1nc2ccccc2c(=O)n1CC1CCC(C(=O)NCc2ccco2)CC1 (stereo not given),-3%
N#Cc1ccc(CSc2nnc(-c3cccs3)n2-c2ccccc2)cc1,-2%
COc1ccc(C)cc1S(=O)(=O)NC1CCCCC1,8%
COc1ccc(Br)cc1CNC(=O)C1CCCN(c2nc3ccccc3o2)C1 (stereo not given),3%
Cn1c(=O)c2sccc2n2c(CCCC(=O)NCc3ccc4c(c3)OCO4)nnc12,4%
COC(=O)c1ccc(COC(=O)c2[nH]c(C)c(C(C)=O)c2C)o1,-7%
O=C(O)COc1ccccc1O,-3%
CCOc1ccc2oc(C(=O)OCC(=O)NC(=O)NC3CCCC3)c(C)c2c1,-6%
C(=N/Nc1nnc2c(n1)[nH]c1ccccc12)/c1cccnc1,-4%[5.75 µM]
COc1ccccc1N(CCC#N)C(=O)CSc1nc(-c2ccccc2)cn1N,-3%
CCCOc1cc(CC(=O)NCc2ccco2)ccc1OC,-8%
c1cc2cc(c1)C[n+]1ccc(c3ccccc31)NCc1ccc(cc1)CNc1cc[n+](c3ccccc13)C2,-3%
COc1cccc(OCCCCN2CCCCC2)c1,-5%
CCn1c(SCCC#N)nnc1-c1ccncc1,-4%
